GLS inhibitor – qHTS for Inhibitors of Glutaminase (GLS). Glutaminase kidney isoform, mitochondrial (Homo sapiens), O94925. GLS enzymatic activity, qHTS titration. Potency, µM (doses to about 45.5 µM), for the others: at the top dose activity change, negative = inhibition, most hits filed as inhibitors. 0.21% of 410,000 active; also: potency is read from the fitted curve at half-maximal effect; % is scaled to controls: 0 for no effect and ±100 for the full control effect
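Glutamate formation by hKGA was monitored fluorometrically using coupled glutamate oxidase, HRP and Amplex Red. Substrate was added as 1 mM L-glutamine solution; incubation was 30 min at RT after an initial read.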
Tb PGK inh – qHTS Assay to Find Inhibitors of Phosphoglycerate Kinase; PGK/GAPDH coupled, Kinase-Glo luminescence, 60 min; AID 602233, 2012; Phosphoglycerate kinase, glycosomal (Trypanosoma brucei brucei), P07378; 0.043% of 380,000 active; Potency, µM (top dose mostly 57.5 µM), without a hit: at the top dose activity change, negative = inhibition, usual class: inhibitors; also: potency is read from the fitted curve at half-maximal effect; % is scaled to controls: 0 for no effect and ±100 for the full control effect; nearly all actives have a fitted effect of over 60% in size
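Luminescent ATP detection (Kinase-Glo Plus) follows a 60-minute room-temperature incubation, with wells lacking PGK as controls. Buffer: 100 mM TEA (pH 7.6), 5 mM MgCl2, 0.01% Tween-20. Coupling enzyme GAPDH (100 nM final) supplies unstable 1,3-BPG in-well.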
PI4K2A inh – qHTS for small molecular inhibitors of PI4K2A | Phosphatidylinositol 4-kinase type 2-alpha (Homo sapiens), Q9BTU6 | purified PI4K2A, ADP-Glo luminescence, 1 h; active compounds read low | activity change, negative = inhibition, % at 76.9 µM | 0.13% of 420,000 active | AID 1346378, 2018; in the data active = activity change below about -50%; inconclusive = mostly about -30% to -49%;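 also: -100% = wells without enzyme as full effect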
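PI4K2A activity was measured by ADP-Glo luminescence: enzyme (4 ug/mL stock) and phosphatidylinositol (1.2 mM stock) in Tris pH 7.5/MgCl2/EGTA/Triton X-100 buffer were reacted with ATP (300 microM stock) for one hour at ambient temperature.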
G9a inh – qHTS Assay for Inhibitors of Histone Lysine Methyltransferase G9a | 8.8% of 350,000 active | Histone-lysine N-methyltransferase EHMT2 (Homo sapiens), Q96KQ7 | G9a H3K9 monomethylation, AlphaScreen, 2 h | Potency, µM (titrated, usually from 102 µM), for the others: at the highest dose activity, negative = inhibition, actives largely listed as inhibitors; also: potency is read from the fitted curve at half-maximal effect; % is scaled to controls: 0 for no effect and ±100 for the full control effect; nearly all actives have a fitted effect of over 75% in size
Target sequence (Q96KQ7 913-1193 limits assumed): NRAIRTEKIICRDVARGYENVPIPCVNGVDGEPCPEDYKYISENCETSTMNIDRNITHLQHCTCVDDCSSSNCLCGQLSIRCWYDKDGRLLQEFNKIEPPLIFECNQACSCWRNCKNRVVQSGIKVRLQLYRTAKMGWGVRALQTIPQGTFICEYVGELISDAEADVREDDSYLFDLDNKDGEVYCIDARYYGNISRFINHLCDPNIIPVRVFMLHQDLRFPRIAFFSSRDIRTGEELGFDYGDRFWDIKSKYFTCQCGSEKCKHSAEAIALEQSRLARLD
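AlphaScreen detection with an anti-monomethyl H3K9 antibody quantified product after a 2 h room-temperature reaction containing 500 nM biotinylated H3K9 peptide, 20 µM SAM and 20 nM enzyme, which had been preincubated 15 min with compound.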
HP1b chromo inh – HTS for Inhibitors of HP1-beta Chromodomain Interactions with Methylated Histone Tails; 0.56% of 390,000 active; Potency, µM (series often up to 114 µM), without a hit: at the top dose activity change, negative = inhibition, most hits filed as inhibitors; AlphaScreen HP1-beta / biotin-H3K9me3 peptide binding; Chromobox protein homolog 1 (Homo sapiens), P83916; also: potency is read from the fitted curve at half-maximal effect; nearly all actives have a fitted effect of over 70% in size; inactives centre near 23
Target sequence (P83916 whole entry, looked up): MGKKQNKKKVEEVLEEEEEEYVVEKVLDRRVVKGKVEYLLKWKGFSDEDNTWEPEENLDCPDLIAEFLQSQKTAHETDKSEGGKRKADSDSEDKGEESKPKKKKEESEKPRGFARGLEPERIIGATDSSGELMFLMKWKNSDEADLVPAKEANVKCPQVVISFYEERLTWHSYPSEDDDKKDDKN
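AlphaScreen: HP1-beta (50 nM) preformed 30 min with biotin-H3(1-18)K9me3 peptide (50 nM) in PBS pH 7.4, 0.01% Tween-20. Compound added for 30 min at RT, then streptavidin donor/nickel chelate acceptor beads (10 ug/mL) for 30 min.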
BAZ2B inh – qHTS Assay for Inhibitors of BAZ2B; Bromodomain adjacent to zinc finger domain protein 2B (Homo sapiens), Q9UIF8; AlphaScreen BAZ2B-H3K14Ac peptide displacement; Potency, µM (titrated, usually from 114 µM), for the others: at the highest dose activity change, negative = inhibition, most hits filed as inhibitors; 4.4% of 360,000 active; AID 504333, 2011; also: potency is read from the fitted curve at half-maximal effect; % is scaled to controls: 0 for no effect and ±100 for the full control effect; nearly all actives have a fitted effect of over 60% in size
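BAZ2B (50 nM) with biotin-H3(5-23)K14Ac peptide (50 nM) in PBS pH 7.4, 0.01% Tween-20, preformed 30 min, then compound 30 min at room temperature; top concentration 110uM. AlphaScreen streptavidin donor/nickel chelate acceptor beads (10 ug/mL final), 20 min dark, signal read.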
JMJD2A Tudor – qHTS Assay for Inhibitors of JMJD2A-Tudor Domain; Potency, µM (doses to about 114 µM), inactives show top-dose activity change, negative = inhibition, usual class: inhibitors; Lysine-specific demethylase 4A (Homo sapiens), O75164; 4.4% of 390,000 active; AlphaScreen JMJD2A-Tudor / H3K4me3 peptide binding; also: potency is read from the fitted curve at half-maximal effect; % is scaled to controls: 0 for no effect and ±100 for the full control effect; nearly all actives have a fitted effect of over 50% in size
Pol eta inh – qHTS for Inhibitors of Polymerase Eta | recombinant Pol eta, fluorescent DNA replication assay | Potency, µM (top dose mostly 114 µM), for the others: at the highest dose activity change, negative = inhibition, actives largely listed as inhibitors | 1.2% of 390,000 active; also: potency is read from the fitted curve at half-maximal effect; % is scaled to controls: 0 for no effect and ±100 for the full control effect
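Pol eta (10 nM) was preincubated with compounds for 15 min at room temperature, after which fluorescent replication substrate (50 nM final) was added to start the reaction. Fluorescence was read kinetically at 0 and 10 min.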
Pin1 inh – qHTS Assay to Find Inhibitors of Pin1; Pin1 FP peptide displacement, HiFluor488, 10 min; Potency, µM (top dose mostly 115 µM), without a hit: top-dose activity, negative = inhibition, most hits filed as inhibitors; 0.009% of 390,000 active; AID 504891, 2011; active = well fitted inhibition curve with a large enough effect in the polarisation, with a control signal flat, not every such curve was filed as active; inconclusive = small, poorly fitted or top-dose-only effect, or effect the other way, or a change in a side signal; inactive = no such curve, though single readings can be large or run the other way; the % refers to the polarisation; also: potency is read from the fitted curve at half-maximal effect; % is scaled to controls: 0 for no effect and ±100 for the full control effect
Target sequence (Q13526 whole entry, looked up): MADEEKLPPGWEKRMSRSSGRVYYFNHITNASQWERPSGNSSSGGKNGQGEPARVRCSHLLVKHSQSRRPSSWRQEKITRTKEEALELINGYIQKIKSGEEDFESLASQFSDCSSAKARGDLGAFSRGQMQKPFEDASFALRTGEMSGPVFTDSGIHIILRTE
An asterisk follows results filed as active; i = inactive; u = inconclusive; x = not tested or not shown; [ ] = remark or other dose. Unless noted, calls follow the shape of the dose curve; as a rule, active = well fitted curve in the direction sought with a large enough effect; inconclusive = small, poorly fitted or top-dose-only effect, or another doubt; inactive = no such curve, though single readings can be large; an effect the other way counts as inactive or inconclusive.

item	Molecule	GLS inhibitor	Tb PGK inh	PI4K2A inh	G9a inh	HP1b chromo inh
1	COc1ccc(NC(=O)C(=O)c2cn(CC(=O)N3CCCC3)c3ccccc23)cc1	-1%	i	5	3%	28%
2	CCOC(=O)CN(Cc1sccc1C)C(=O)Nc1cccc(OC)c1	19%	i	-1	7%[59 µM]	18%
3	CC(C)C[C@@H](NC(=O)C1CCC(CNC(=O)[C@H](Cc2ccccc2)NC(=O)OC(C)(C)C)CC1)C(=O)O (some centres undefined)	-3%	-6%	0	u	11%
4	CS(=O)(=O)N(CC(=O)N1CCCC1)c1ccc2c(c1)OCCO2	-2%	-6%	2	5%[12.7 µM]	-10%
5	COCCn1nnnc1C(c1cc2cc(OC)ccc2[nH]c1=O)N1CCC(Cc2ccccc2)CC1 (centres undefined)	1%	-8%	-3	-30%[12.7 µM]	42%[activator]
6	CN(C)S(=O)(=O)N(CCN1CCOCC1)Cc1ccccc1F	-16%	-6%	-5	u	50%[activator]
7	O=C(Cc1cccc(C(F)(F)F)c1)NCc1ccc(Cl)cc1	0%	-8%	0	4%[59 µM]	29%
8	COc1ccc(/C=C/C(=O)C2(O)CCCCC2)cc1OC	-20%	-8%	5	-1%	24%
9	O=C(CCN1Cc2ccccc2C1)c1ccc2c(c1)OCCO2	40%[activator]	-4%	8	8.9µM*	14%
10	N#Cc1ccc(S(=O)(=O)N2CCN(c3ncccn3)CC2)cc1	-1%	-7%	0	x	33%[activator]
11	CCC1Oc2ccccc2N(CC(=O)NCc2cc(OC)ccc2OC)C1=O (centres undefined)	1%	-7%	-3	7%[59 µM]	31%
12	COc1ccc(NC(C#N)c2ccc(OC)cc2)cc1 (centres undefined)	4%	6%	0	-19%	4%

item	BAZ2B inh	JMJD2A Tudor	Pol eta inh	Pin1 inh
1	u	-30%	-14%	-1%
2	11%	-10%	-13%	-1%
3	2%	28µM*	u	-5%
4	-5%	-23%	6%	-3%
5	15%	-26%	u	53%[activator]
6	-8%	20%[11.4 µM]	-8%	-2%
7	0%	6%	-20%	5%
8	-13%	-12%	-7%	-7%
9	-12%	u	-5%	13%
10	-3%	0%	4%	-2%
11	-1%	-6%	-20%	2%
12	2%	-14%	-1%	-3%

(further entries)
item	Molecule	GLS inhibitor	Tb PGK inh	PI4K2A inh	G9a inh	HP1b chromo inh
13	CC1CCN(S(=O)(=O)c2ccc(C(=O)OC(C)C(=O)NC3CCCCC3C)cc2)CC1 (centres undefined)	-1%	4%	-2	32µM*	20%
14	Cc1nc(N2CCCC2)ncc1C(=O)N1CCN(c2ccccc2F)CC1	3%	x	-6	3%[12.7 µM]	29%
15	OC1(Cc2cc(-c3ccccc3)no2)CCN(CCCc2ccccc2)CC1	-9%	-7%	5	10%[59 µM]	17%
16	COc1cc(/C=C/c2ccc3cccc(OC)c3n2)c(O)c([N+](=O)[O-])c1	0%	-12%	-1	-33%	36%
17	O=C(CCCn1c(=O)c2sccc2n(CC(=O)NCc2ccco2)c1=O)NCc1ccco1	-11%	-27%	-4	u	34%[activator]
18	CC(=O)Nc1ccc(S(=O)(=O)c2ccc(N)cc2)cc1N	0%	-7%	4	-12%	7%
19	C=CCNc1sc(C(=O)c2ccccc2)c(N)c1C#N	14%	-2%	3	x	-2%
20	O=C(Nc1ccc(CN2CCCCC2)cc1)c1sc2ccccc2c1Cl	u	-9%	-9	u	-14%
21	S=C(Nc1ccc2c(c1)OCO2)Nc1ccc2c(c1)OCO2	23%	-5%	-7	u	u
22	O=C(CSc1nc2ccccc2c(=O)n1CC1CCCO1)Nc1ccccc1Cl (centres undefined)	-10%	2%	-2	20%	57%[activator]
23	COc1ccc(NC(=O)c2cccc(NC(=O)C(C)C)c2)c([N+](=O)[O-])c1	0%	i	-6	4%[59 µM]	18%
24	O=C(CSc1nnc(-c2cccnc2)o1)Nc1ccc(Cl)cc1	-1%	i	0	-18%	29%

item	BAZ2B inh	JMJD2A Tudor	Pol eta inh	Pin1 inh
13	-10%	-7%	u	1%
14	-12%	8%	x	-1%
15	12%[0.457 µM]	-7%	-16%	0%
16	-12%	-2%	-4%	0%
17	-1%	-27%	79µM*	-4%
18	7%	-20%	-6%	-2%
19	-12%	-24%	4%	0%
20	-28%	-27%	-3%	-2%
21	u	-21%	-15%	u
22	-4%	4%	-26%	3%
23	2%	-13%	-10%	u
24	-10%	-8%	-10%	3%

Fetched one by one from the list above, 4 records:
item	Molecule	GLS inhibitor	Tb PGK inh	PI4K2A inh	G9a inh	HP1b chromo inh
19	C=CCNc1sc(C(=O)c2ccccc2)c(N)c1C#N	14%	-2%	3	x	-2%
23	COc1ccc(NC(=O)c2cccc(NC(=O)C(C)C)c2)c([N+](=O)[O-])c1	0%	i	-6	4%[59 µM]	18%
17	O=C(CCCn1c(=O)c2sccc2n(CC(=O)NCc2ccco2)c1=O)NCc1ccco1	-11%	-27%	-4	u	34%[activator]
15	OC1(Cc2cc(-c3ccccc3)no2)CCN(CCCc2ccccc2)CC1	-9%	-7%	5	10%[59 µM]	17%

item	BAZ2B inh	JMJD2A Tudor	Pol eta inh	Pin1 inh
19	-12%	-24%	4%	0%
23	2%	-13%	-10%	u
17	-1%	-27%	79µM*	-4%
15	12%[0.457 µM]	-7%	-16%	0%

Later entries:
item	Molecule	GLS inhibitor	Tb PGK inh	PI4K2A inh	G9a inh	HP1b chromo inh
25	Cc1ccc(Nc2nc(Cl)nc3ncn(C)c23)c(C)c1	-3%	-9%	3	x	12%
26	COCCNC(=O)C(=O)Nc1cc2c3c(c1)C(C)C(=O)N3CCC2 (centres undefined)	0%	1%	0	x	46%[activator]
27	Cc1cccc(C)c1NC(=O)CN(C)C(=O)CC1Sc2ccccc2NC1=O (centres undefined)	1%	-11%	-2	10%	23%
28	O=c1ccnc(Nc2ccc(Cl)cc2)[nH]1	4%	-3%	1	2%	41%[activator]
29	COc1ccc(/C=N/n2c(C)nc3ccccc3c2=O)cc1OC	11%	-15%	-5	44%[activator]	8%
30	O=C(Nc1sc2c(c1C(=O)O)CCCC2)C(=O)N1CCOCC1	9%	-1%	0	u	20%
31	COc1cc(O)oc1C=Nc1ccc(Oc2ccccc2)cc1	9%	-5%	7	45µM*	1%
32	CCC(C)NC(=O)COC(=O)c1cccnc1Nc1ccccc1F (centres undefined)	1%	-1%	3	-8%[59 µM]	35%[activator]
33	COc1ccc(N(CC(=O)NCCSc2ccccn2)S(=O)(=O)c2ccccc2)cc1Cl	1%	-2%	0	x	27%
34	Cc1cccc(Nc2nc(N)c([N+](=O)[O-])c(NCCO)n2)c1	1%	-2%	1	-6%	45%[activator]
35	CC1(C)CNC(=O)CC(C)(C)N1	-9%	i	1	-28%	52%[activator]
36	CCCCN1C(=O)C(=O)N(CC(=O)Nc2ccc(C(N)=O)cc2)C1=O	-3%	1%	4	7%[12.7 µM]	21%

item	BAZ2B inh	JMJD2A Tudor	Pol eta inh	Pin1 inh
25	x	-4%	-8%	1%
26	-17%	11%	-13%	-3%
27	9%	-9%	0%	1%
28	6%	7%	-17%	1%
29	2%	-19%	4%	1%
30	-31%	-28%	-11%	0%
31	u	u	-13%	34%[activator]
32	-2%	-15%	-4%	0%
33	-13%	-11%	-16%	0%
34	-5%	-21%	-4%	-9%
35	-13%	8%	-9%	-10%
36	-5%	5%	9%	9%

(continued)
item	Molecule	GLS inhibitor	Tb PGK inh	PI4K2A inh	G9a inh	HP1b chromo inh
37	O=C1CC(C(F)(F)F)=NN1	21%	11%	0	44%	14%
38	CCCCOc1ccc(C(=O)N/N=C/c2ccc(OCCN3CCCCC3)c(OC)c2)cc1	15%	-1%	1	8%[59 µM]	6%
39	COc1ccc(/C(O)=C2/C(=O)C(=O)N(CC3CCCO3)C2c2ccc(OC)c(OC)c2)cc1 (centres undefined)	6%	3%	-6	u	27%
40	CC(=O)Nc1cccc(C(=O)NNC(=O)c2ccc(-n3cnnn3)cc2)c1	-12%	-8%	12	x	44%[activator]
41	CCCN(CCC)C(=O)C1c2ccccc2Oc2ccccc21	6%	-5%	-5	-4%	40%[activator]

item	BAZ2B inh	JMJD2A Tudor	Pol eta inh	Pin1 inh
37	28%	-2%	-10%	-2%
38	-12%	-22%	u	2%
39	-28%	-23%	-6%	1%
40	x	-12%	-5%	-5%
41	2%	-8%	0%	-5%

Source: PubChem

Not all compounds are listed, so the mix of outcomes need not match the whole.
